Screening data: PubChem, several laboratories
PRMT1 FP inh: blocks human protein arginine methyltransferase 1; 370,000 tested, 1.3% active; recombinant PRMT1, activity-based probe fluorescence polarization; AID 652257; Q99873; inhibition, % at 2.79 µM;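 active = inhibition above about 21% made by adding two undisclosed values, limit read from the data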
Target sequence (Q99873 whole entry, looked up): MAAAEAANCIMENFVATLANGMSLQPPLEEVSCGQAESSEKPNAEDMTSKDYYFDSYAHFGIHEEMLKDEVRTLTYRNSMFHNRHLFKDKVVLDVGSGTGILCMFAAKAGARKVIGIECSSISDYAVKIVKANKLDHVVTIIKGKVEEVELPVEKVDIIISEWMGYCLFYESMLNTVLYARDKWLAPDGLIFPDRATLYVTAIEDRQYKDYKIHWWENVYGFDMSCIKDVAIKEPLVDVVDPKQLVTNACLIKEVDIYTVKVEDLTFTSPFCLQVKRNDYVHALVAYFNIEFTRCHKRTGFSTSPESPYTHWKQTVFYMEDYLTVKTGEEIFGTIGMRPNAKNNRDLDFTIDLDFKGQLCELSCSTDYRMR
HTRA1 inhibitor: HTRA1 (human) protease inhibition. Q92743. recombinant HTRA1, FP-rhodamine activity-based probe, fluorescence polarization. inhibition, % at 5.96 µM. 340,000 tested, 0.5% active; in the data active = inhibition above about 36%;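 also: 0% = enzyme with DMSO and 100% = wells lacking enzyme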
Target sequence (Q92743 whole entry, looked up): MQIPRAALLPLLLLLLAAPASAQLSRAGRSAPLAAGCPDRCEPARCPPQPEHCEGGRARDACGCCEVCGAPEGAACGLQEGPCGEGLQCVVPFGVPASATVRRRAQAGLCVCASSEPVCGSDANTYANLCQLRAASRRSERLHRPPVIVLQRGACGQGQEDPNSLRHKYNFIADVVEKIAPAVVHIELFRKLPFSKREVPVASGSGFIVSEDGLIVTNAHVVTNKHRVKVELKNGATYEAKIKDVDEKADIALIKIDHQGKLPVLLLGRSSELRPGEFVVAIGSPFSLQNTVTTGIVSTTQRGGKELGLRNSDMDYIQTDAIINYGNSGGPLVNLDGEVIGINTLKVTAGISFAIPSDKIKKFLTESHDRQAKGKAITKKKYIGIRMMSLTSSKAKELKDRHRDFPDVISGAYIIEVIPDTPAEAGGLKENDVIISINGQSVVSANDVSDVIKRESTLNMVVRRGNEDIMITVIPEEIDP
SIAE inh: inhibitors of human sialic acid acetylesterase SIAE; Q9HAT2; 370,000 tested, 0.69% active; inhibition, % at 9.66 µM; SIAE FP-Rh probe binding, fluorescence polarization;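 active = inhibition above a cutoff: mean of compounds within the control limits plus 3 SD of those, cut at about 17% in these data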;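 also: 0% = plate median of compound wells and 100% = probe without SIAE protein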
NPR2 activator: GC-B (human) receptor activation. 370,000 tested, 0.11% active. P20594. HEK293-GC-B cells, CNP EC30, cGMP TR-FRET; 0% at EC30 CNP, 100% saturating CNP. AID 1920062. activation, % at 10 µM;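 active = activation at 10 µM reaching about 35% in either raw or pattern-adjusted values, limit read from the data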
LEDGF integ inh: blocks HIV-1 LEDGF/p75-dependent DNA integration | 370,000 tested, 0.64% active | TR-FRET IN-LEDGF/p75 DNA integration, Eu/Cy5 | AID 743269 | inhibition, % at 3.7 µM;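 active = inhibition above the screen-wide mean plus 3 SD, cut at about 13% in these data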;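 also: signal is the Cy5 over europium emission ratio at 671 and 618 nm; 0% = plate median of compound wells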
rCAG RNA binder: molecules binding r(CAG) RNA repeats; inhibition, % at 3 µM; r(CAG) RNA repeat, TO-PRO-1 dye displacement fluorescence; AID 651821; 370,000 tested, 1.3% active;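 active = inhibition above the plate cutoff, the mean of all test compounds on that plate plus 3 SD, cut at about 35% in these data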;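 also: 0% = DMSO alone and 100% = 100 µM mitoxantrone as full dye displacement; higher means more dye released from RNA so lower well fluorescence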
MBD2 DNA inh: MBD2-methylated oligo binding inhibition. Q9UBB5. TR-FRET, MBD2 binding to methylated oligonucleotide. inhibition, % at 4.4 µM. 370,000 tested, 0.31% active. AID 686964; in the data active = inhibition above about 13%
ABHD4 inh: inhibits mouse alpha/beta hydrolase domain 4. Q8VD66. purified mABHD4, FP-Rh probe fluorescence polarization. inhibition, % at 8.92 µM. 370,000 tested, 0.54% active;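 active = inhibition exceeding the mean over every tested compound plus 3 SD, cut at about 30% in these data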;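 also: 0% = plate median of compound wells and 100% = S159A mutant with DMSO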
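system = mouse ABHD4 enzyme, wild type | medium = HEPES pH 7.0, NaCl, Pluronic buffer | also added = FP-Rh probe | incubation = Enzyme–compound pre-incubation 45 min, then probe 60 min, both 25 °C | technique = fluorescence polarization, excitation 525 nm, emission 598 nm, BODIPY TMR filters | controls = S159A mutant high control, sample median low control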
TDP2 inh: TDP2 (human) inhibition, absorbance primary screen. 370,000 tested, 0.34% active. recombinant TDP2, T5PNP hydrolysis, p-nitrophenol absorbance 415 nm. inhibition, % at 12.8 µM;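 active = inhibition above the mean of all tested compounds plus 3 SD, set per campaign, cut at about 25% in these data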;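 also: 0% = DMSO with enzyme and 100% = buffer with substrate but no TDP2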
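test system = human TDP2 enzyme | input = TDP2 enzyme at 120 nM final | medium = 50 mM Tris-HCl pH 7.5 with Mg2+, KCl, DTT, BSA | also added = T5PNP substrate, 5 mM | times = 2 h at 37 °C | technique = epi absorbance | benchmarks = high control without enzyme, low control DMSO plus TDP2 | replication = each compound tested once, singlicate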
TCR CD3 inh: blocks the human TCR-CD3 interaction. TAMRA-labeled TCR probe fluorescence, biochemical. inhibition, % at 9.4 µM. 360,000 tested, 0.37% active; in the data active = inhibition above about 19%;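 also: recombinant mutant TCR 2C K166C tagged with TAMRA read by polarization; 0% = receptor in buffer alone and 100% = receptor with positive control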
* marks the source's active call; other numbers are inactive results. An excerpt, so the mix of outcomes need not match the whole.

How did COc1ccc(C(=O)NNC(=O)c2ccccn2)cc1 do in these assays?
PRMT1 FP inh: 1; HTRA1 inhibitor: -1; SIAE inh: -11; NPR2 activator: -4; LEDGF integ inh: -2; rCAG RNA binder: 0; MBD2 DNA inh: 4; ABHD4 inh: 9; TDP2 inh: -1; TCR CD3 inh: 0

Results for O=C(c1c(O)c2ccccc2oc1=O)C1CCCCC1 ?
PRMT1 FP inh: 1; HTRA1 inhibitor: 6; SIAE inh: 1; NPR2 activator: 1; LEDGF integ inh: 1; rCAG RNA binder: 2; MBD2 DNA inh: 3; ABHD4 inh: 4; TDP2 inh: -6; TCR CD3 inh: -6

Results for CN(C)CCCNC(=O)c1cc(C(=O)c2ccccc2F)c[nH]1 ?
PRMT1 FP inh: -4; HTRA1 inhibitor: 1; SIAE inh: -3; NPR2 activator: -2; LEDGF integ inh: -1; rCAG RNA binder: -4; MBD2 DNA inh: -4; ABHD4 inh: -1; TDP2 inh: -9; TCR CD3 inh: 10

How did CCC(C(=O)N1CCCC1)n1nc(C)c2c(C)n(-c3ccccc3)nc2c1=O (centres undefined) do in these assays?
PRMT1 FP inh: -1; HTRA1 inhibitor: 9; SIAE inh: -2; NPR2 activator: -2; LEDGF integ inh: -1; rCAG RNA binder: -4; MBD2 DNA inh: 1; ABHD4 inh: -1; TDP2 inh: -4; TCR CD3 inh: 7

What do the screens show for `CCn1c(=O)n(CC(=O)Nc2cc(OC)c(OC)c(OC)c2)c(=O)c2ccccc21`?
PRMT1 FP inh: -2; HTRA1 inhibitor: 4; SIAE inh: 1; NPR2 activator: 5; LEDGF integ inh: 0; rCAG RNA binder: -4; MBD2 DNA inh: 1; ABHD4 inh: 4; TDP2 inh: 5; TCR CD3 inh: -4

How did CC(C)C(=O)NC(=S)Nc1ccccc1C(F)(F)F do in these assays?
PRMT1 FP inh: 5; HTRA1 inhibitor: -1; SIAE inh: -6; NPR2 activator: 5; LEDGF integ inh: 0; rCAG RNA binder: -6; MBD2 DNA inh: -1; ABHD4 inh: -5; TDP2 inh: 3; TCR CD3 inh: -6

Results for C#CCOCCOCCOCCNc1nc(N2CCN(C(=O)[C@H](CCCCN)n3cc(CCCC)nn3)CC2)nc(N2CCN(C(=O)[C@H](CCCCN)n3cc(CCC(=O)O)nn3)CC2)n1 ?
PRMT1 FP inh: 0; HTRA1 inhibitor: 9; SIAE inh: 5; NPR2 activator: -2; LEDGF integ inh: -2; rCAG RNA binder: -3; MBD2 DNA inh: 8; ABHD4 inh: 11; TDP2 inh: 4; TCR CD3 inh: -2

What do the screens show for `CCCn1nc(NC(=O)COC)c2cc3cccc(C)c3nc21`?
PRMT1 FP inh: 0; HTRA1 inhibitor: -7; SIAE inh: 4; NPR2 activator: -4; LEDGF integ inh: 4; rCAG RNA binder: -2; MBD2 DNA inh: -2; ABHD4 inh: -3; TDP2 inh: -14; TCR CD3 inh: -1

How did CC12CCC(C1)C(C)(C)C2OC(=O)c1ccccc1C(=O)O (centres undefined) do in these assays?
PRMT1 FP inh: 1; HTRA1 inhibitor: 4; SIAE inh: -1; NPR2 activator: 0; LEDGF integ inh: -3; rCAG RNA binder: 4; MBD2 DNA inh: 2; ABHD4 inh: 2; TDP2 inh: 10; TCR CD3 inh: -5

Results for Cc1cc2c(cc(C(=O)OCC(=O)NCc3ccco3)n2C)s1 ?
PRMT1 FP inh: 4; HTRA1 inhibitor: 1; SIAE inh: 3; NPR2 activator: -15; LEDGF integ inh: 1; rCAG RNA binder: 3; MBD2 DNA inh: 8; ABHD4 inh: -6; TDP2 inh: -2; TCR CD3 inh: 3

What do the screens show for `CC(Sc1nnc(NCc2ccccc2)s1)C(=O)Nc1ccc2c(c1)C(=O)c1ccccc1C2=O` (centres undefined)?
PRMT1 FP inh: 17; HTRA1 inhibitor: -1; SIAE inh: 18*; NPR2 activator: -5; LEDGF integ inh: 2; rCAG RNA binder: 31; MBD2 DNA inh: -2; ABHD4 inh: 22; TDP2 inh: -6; TCR CD3 inh: -7

How did CC(CO)NS(=O)(=O)c1cccc(Cl)c1F (centres undefined) do in these assays?
PRMT1 FP inh: 4; HTRA1 inhibitor: -6; SIAE inh: 2; NPR2 activator: 2; LEDGF integ inh: 1; rCAG RNA binder: 0; MBD2 DNA inh: 1; ABHD4 inh: 9; TDP2 inh: 1; TCR CD3 inh: 3

Results for CNC(=O)NC(=O)CSc1nnc(-c2ccco2)n1Cc1ccccc1 ?
PRMT1 FP inh: -1; HTRA1 inhibitor: -1; SIAE inh: 5; NPR2 activator: -2; LEDGF integ inh: -3; rCAG RNA binder: -4; MBD2 DNA inh: -3; ABHD4 inh: 0; TDP2 inh: 5; TCR CD3 inh: 0

What do the screens show for `COCC(C)n1c(SCC(=O)NNC(=O)c2ccccc2)nc2ccccc2c1=O` (centres undefined)?
PRMT1 FP inh: 0; HTRA1 inhibitor: 0; SIAE inh: -1; NPR2 activator: 3; LEDGF integ inh: -3; rCAG RNA binder: 0; MBD2 DNA inh: 1; ABHD4 inh: 9; TDP2 inh: 1; TCR CD3 inh: -2

How did CCOC(=O)c1[nH]c2ccc(OC)cc2c1NC(=O)c1nonc1C do in these assays?
PRMT1 FP inh: -3; HTRA1 inhibitor: -10; SIAE inh: 3; NPR2 activator: -4; LEDGF integ inh: 1; rCAG RNA binder: -1; MBD2 DNA inh: -6; ABHD4 inh: 2; TDP2 inh: 6; TCR CD3 inh: 2

Quoted at random: two compounds from above.
How did CC12CCC(C1)C(C)(C)C2OC(=O)c1ccccc1C(=O)O (centres undefined) do in these assays?
PRMT1 FP inh: 1; HTRA1 inhibitor: 4; SIAE inh: -1; NPR2 activator: 0; LEDGF integ inh: -3; rCAG RNA binder: 4; MBD2 DNA inh: 2; ABHD4 inh: 2; TDP2 inh: 10; TCR CD3 inh: -5

How did COc1ccc(C(=O)NNC(=O)c2ccccn2)cc1 do in these assays?
PRMT1 FP inh: 1; HTRA1 inhibitor: -1; SIAE inh: -11; NPR2 activator: -4; LEDGF integ inh: -2; rCAG RNA binder: 0; MBD2 DNA inh: 4; ABHD4 inh: 9; TDP2 inh: -1; TCR CD3 inh: 0

The listing picks up; the two compounds before the break are reprinted first.
What do the screens show for `COCC(C)n1c(SCC(=O)NNC(=O)c2ccccc2)nc2ccccc2c1=O` (centres undefined)?
PRMT1 FP inh: 0; HTRA1 inhibitor: 0; SIAE inh: -1; NPR2 activator: 3; LEDGF integ inh: -3; rCAG RNA binder: 0; MBD2 DNA inh: 1; ABHD4 inh: 9; TDP2 inh: 1; TCR CD3 inh: -2

How did CCOC(=O)c1[nH]c2ccc(OC)cc2c1NC(=O)c1nonc1C do in these assays?
PRMT1 FP inh: -3; HTRA1 inhibitor: -10; SIAE inh: 3; NPR2 activator: -4; LEDGF integ inh: 1; rCAG RNA binder: -1; MBD2 DNA inh: -6; ABHD4 inh: 2; TDP2 inh: 6; TCR CD3 inh: 2

Results for COc1ccc(CCNC(=O)C2CC(=O)N(CCc3ccccc3)C2)cc1OC (centres undefined) ?
PRMT1 FP inh: 1; HTRA1 inhibitor: 6; SIAE inh: -8; NPR2 activator: 1; LEDGF integ inh: -1; rCAG RNA binder: -4; MBD2 DNA inh: 3; ABHD4 inh: -5; TDP2 inh: 3; TCR CD3 inh: -1

What do the screens show for `Cc1ccc(/C([O-])=C(/C(=S)NCc2ccco2)[n+]2ccccc2)cc1[N+](=O)[O-]`?
PRMT1 FP inh: 3; HTRA1 inhibitor: 3; SIAE inh: 3; NPR2 activator: 1; LEDGF integ inh: -2; rCAG RNA binder: 7; MBD2 DNA inh: 0; ABHD4 inh: 10; TDP2 inh: 9; TCR CD3 inh: -3

What do the screens show for `Cc1ccc(Cn2c(=S)[nH]c3ccccc3c2=O)cc1`?
PRMT1 FP inh: 2; HTRA1 inhibitor: 4; SIAE inh: 2; NPR2 activator: 6; LEDGF integ inh: -3; rCAG RNA binder: 5; MBD2 DNA inh: -2; ABHD4 inh: -3; TDP2 inh: 3; TCR CD3 inh: -2

How did CCCCCCCCCCCCCCCC(=O)Nc1ccn(C2OC(CO)C(O)C2O)c(=O)n1 (centres undefined) do in these assays?
PRMT1 FP inh: -1; HTRA1 inhibitor: 0; SIAE inh: -1; NPR2 activator: 6; LEDGF integ inh: 0; rCAG RNA binder: 2; MBD2 DNA inh: 0; ABHD4 inh: 7; TDP2 inh: 9; TCR CD3 inh: -6

Results for Cc1ccc(S(=O)(=O)NCC(=O)OC(C)C(=O)NC2CCCCC2C)cc1C (centres undefined) ?
PRMT1 FP inh: 0; HTRA1 inhibitor: -2; SIAE inh: 1; NPR2 activator: -8; LEDGF integ inh: -1; rCAG RNA binder: -10; MBD2 DNA inh: 2; ABHD4 inh: -4; TDP2 inh: 5; TCR CD3 inh: 7

How did COc1cc(-c2nnc(CSc3nnc4nc(C)cc(C)n34)o2)cc(OC)c1OC do in these assays?
PRMT1 FP inh: 2; HTRA1 inhibitor: 0; SIAE inh: 2; NPR2 activator: 0; LEDGF integ inh: 2; rCAG RNA binder: 1; MBD2 DNA inh: 2; ABHD4 inh: -4; TDP2 inh: 3; TCR CD3 inh: -6

How did O=C(CSc1nnnn1-c1ccccc1)c1ccco1 do in these assays?
PRMT1 FP inh: 4; HTRA1 inhibitor: 2; SIAE inh: 8; NPR2 activator: 2; LEDGF integ inh: -1; rCAG RNA binder: 0; MBD2 DNA inh: 1; ABHD4 inh: -2; TDP2 inh: 10; TCR CD3 inh: -10

How did OCC#Cc1cnc2ccccc2c1 do in these assays?
PRMT1 FP inh: -1; HTRA1 inhibitor: 7; SIAE inh: -2; NPR2 activator: 2; LEDGF integ inh: 4; rCAG RNA binder: 1; MBD2 DNA inh: 3; ABHD4 inh: 1; TDP2 inh: 2; TCR CD3 inh: -3

How did CC1CCN(S(=O)(=O)N2CCC(C(=O)NCc3cccnc3)CC2)CC1 do in these assays?
PRMT1 FP inh: -3; HTRA1 inhibitor: 9; SIAE inh: 10; NPR2 activator: 4; LEDGF integ inh: 0; rCAG RNA binder: -5; MBD2 DNA inh: -1; ABHD4 inh: -1; TDP2 inh: -9; TCR CD3 inh: 1

What do the screens show for `CC(C)C[C@H](N)c1nnc(SCc2ccc(Cl)cc2)o1`?
PRMT1 FP inh: -2; HTRA1 inhibitor: -3; SIAE inh: 4; NPR2 activator: -1; LEDGF integ inh: 0; rCAG RNA binder: -7; MBD2 DNA inh: -3; ABHD4 inh: -4; TDP2 inh: 2; TCR CD3 inh: 9

Results for Cc1cc(NC(=O)Cc2ccsc2)ccc1Br ?
PRMT1 FP inh: -4; HTRA1 inhibitor: -14; SIAE inh: -4; NPR2 activator: -1; LEDGF integ inh: -3; rCAG RNA binder: -2; MBD2 DNA inh: -3; ABHD4 inh: -16; TDP2 inh: 0; TCR CD3 inh: -4

What do the screens show for `Cc1c2n(c3ccccc13)CCN(C)C2`?
PRMT1 FP inh: 4; HTRA1 inhibitor: 1; SIAE inh: -5; NPR2 activator: -3; LEDGF integ inh: -1; rCAG RNA binder: 3; MBD2 DNA inh: -1; ABHD4 inh: 3; TDP2 inh: -9; TCR CD3 inh: -2
